aSyn tox rescue: alpha-synuclein toxicity suppression in yeast | S. cerevisiae alpha-synuclein toxicity rescue, BacTiter-Glo growth, 24 h | Potency, µM (highest dose often 46.1 µM), without a hit: top-dose growth rescue (activation), hits mostly activators | hit rate 0.02% among 94,000 | AID 1347070; active means well fitted activation curve with a large enough effect; inconclusive means small, poorly fitted or top-dose-only effect; further: 0% is about no effect
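Growth restoration measured by BacTiter-Glo luminescence after 24 hr at 30 deg C; alpha-synuclein yeast, raffinose-pregrown to mid-log, were added at OD600=0.02 in galactose medium onto pinned compounds.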
Numbers without * were called inactive; ? = inconclusive; [ ] = another dose, or the depositor's remark. Potency means the concentration at half of the fitted maximal effect.

SMILES	aSyn tox rescue
COc1cccc2cc(C(C)N(CCCN3CCOCC3)C(=S)Nc3cc(C)cc(C)c3)oc12 (configuration not stated)	-3.3%
Cc1ccc([C@H]2N[C@]3(CCCN(Cc4ccco4)C3=O)[C@H]3C(=O)N(C)C(=O)[C@@H]23)cc1	-5.5%
O=C(Cc1ccccc1)NNC1CC(=O)N(c2ccc(Oc3ccccc3)cc2)C1=O (configuration not stated)	-2.8%
Cc1ccc(C2CC(c3cccc(Cl)c3)n3nc(N)nc3N2)cc1 (configuration not stated)	-35.2%[inhibitor]
Cc1cccc(N(CC(=O)NCCSc2ccc(Cl)cc2)S(=O)(=O)c2ccccc2)c1C	10.5%
O=C(CSc1oc(-c2ccco2)nc1S(=O)(=O)c1ccc(Cl)cc1)c1ccccc1	-8.8%
CCOC(=O)c1cccc(NS(=O)(=O)c2ccc(-c3coc(C)n3)cc2)c1	5.9%
CCN(CC(=O)Nc1c(F)cccc1F)C(=O)CCC(=O)c1ccc(C)cc1	8.0%
O=C(CCl)N=c1sccn1Cc1ccccc1Cl	10.5%
CCc1cccc(C)c1NC(=O)c1cc(S(=O)(=O)N2CCN(c3ccccc3)CC2)ccc1F	-2.7%
Cc1ccc(NC(=O)CCc2nc(-c3ccccc3F)no2)c(C)c1	-4.3%
CC(C)(C)c1nnc(NC(=O)C2CCN(C(=O)c3ccco3)CC2)s1	4.8%
CN(Cc1ccccc1)C(C(=O)NC1CCCCC1)c1ccc(Cl)cc1 (configuration not stated)	-17.7%
COc1ccc(OC)c(S(=O)(=O)Nc2cc3c(C(C)=O)c(C)oc3c3ccccc23)c1	3.1%
Cc1ccc(NC(=O)Cn2cc(S(=O)(=O)c3ccccc3)c(=O)c3cc(F)ccc32)cc1	-9.3%
Cc1cccc(NC(=O)c2ccc(F)c(S(=O)(=O)N3CCC4(CC3)OCCO4)c2)c1	2.1%
Cc1cc(C)cc(NC(=O)CSc2nc3nccnc3c(=O)n2CCc2c[nH]c3ccccc23)c1	3.9%
CC(NC(=O)c1ccc2c(c1)CCN2S(=O)(=O)c1ccc(Cl)cc1)c1ccccc1 (configuration not stated)	-4.7%
Cc1ccc(CN2C(=O)SC(Nc3ccccc3)C2=O)cc1 (configuration not stated)	6.8%
COCCOC(=O)c1c(NC(=O)CN(C)c2ccccc2)sc(C(N)=O)c1C	-7.7%
Cc1ccc(OCC(=O)NNC(=O)Cn2c(=O)cnc3ccccc32)cc1	-3.6%
COc1ccc(NC(=O)c2cc(OC)c(OC)c(OC)c2)cc1S(=O)(=O)N1CCCCC1	10.1%
CCOC(=O)c1cc(S(=O)(=O)Nc2ccc(Br)c(C)c2)[nH]n1	4.0%
C[C@@H]1CN([C@H](C)CO)C(=O)c2cc(Br)cnc2O[C@H]1CN(C)Cc1ccccc1	-2.7%
Nn1c(COc2ccccc2F)nnc1SCC(=O)NC1CCS(=O)(=O)C1 (configuration not stated)	1.8%
(list continues)
SMILES	aSyn tox rescue
CCOc1ccc(C2C(=O)N(C3CCCCC3)CC(=O)N2CCc2ccccc2)cc1OC (configuration not stated)	1.1%
Cc1nc(N2CCCC2)c2c(C(=O)Nc3cccc(Cl)c3)c(C)oc2n1	-11.5%
CC(=O)c1ccc(N2C(=O)N(CC(=O)c3ccc(F)cc3)c3ccccc3S2(=O)=O)cc1	-5.7%
CC(C)Cn1c(SCC(=O)Nc2ccc3[nH]c(=O)[nH]c3c2)nc2ccccc2c1=O	-11.3%
COc1ccc(S(=O)(=O)NCc2cccn2Cc2cccc(C)c2)cc1OC	1.8%
O=C(c1ccc2c(c1)CCCC2)N1CCN(c2nc3c(F)cccc3s2)CC1	-13.2%
CCOc1cc(C(=O)NCc2ccco2)cc(OCC)c1OCC	3.0%
O=C(NCc1ccc(F)cc1)C1CCN(S(=O)(=O)c2ccc3c(c2)CCCN3C(=O)C2CCC2)CC1	1.1%
COc1ccc(NC(=O)CN(C)C(=O)c2ccccc2Sc2ncnc3sc(C)c(C)c23)cc1	7.3%
COCCn1c(-c2ccc(NC(C)=O)cc2)nc2c1c(=O)[nH]c(=O)n2CC(C)C	-1.5%
O=C(CCC(=O)c1cccs1)NCCc1ccc(F)cc1	-1.8%
CC(C)OCCCNC(=O)c1ccc(-n2c(-c3ccccc3)cc3c2CCCC3)cc1	1.3%
COc1cccc(-c2noc(-c3cc4ccccc4oc3=O)n2)c1OC	-8.8%
CCc1ccccc1Nc1cc(C(=O)NCCCN(C)C2CCCCC2)c2ccccc2n1	-3.6%
CC1CCN(C(=O)c2cnn(-c3cccc(Cl)c3)c2C2CCN(C(=O)OC(C)(C)C)CC2)CC1	-4.4%
CC12CCC(=O)N1C(C(=O)N1CCN(S(=O)(=O)c3ccccc3F)CC1)CS2 (configuration not stated)	4.4%
CCOC(=O)c1ccc(-n2c(CCC(=O)O)ccc2-c2cccs2)cc1	16.7%
COc1ccc(N2CCC(CNC(=S)Nc3cc(C)cc(C)c3)C2)cc1 (configuration not stated)	-1.5%
Cc1c(CNC2CCCCC2)c(C(=O)O)c(C)n1Cc1ccc(F)cc1	-5.9%
CCOc1ccc(-c2nn(CC(=O)NC3CCCCC3)c3c2cnc2ccc(C)cc23)cc1	-5.8%
O=C1N/C(=N\N=C\c2ccco2)SC1Cc1ccc(F)cc1 (configuration not stated)	-3.8%
COc1ccc(Cl)cc1NC(=O)CCS(=O)(=O)c1cccc2nonc12	-4.1%
Cc1ccc(NS(=O)(=O)c2ccc(C(=O)NCC3CCCO3)cc2)cc1 (configuration not stated)	4.6%
Cc1ccc(C(=O)NCC(=O)OCc2cc(=O)n3nc(C4CCCCC4)sc3n2)cc1	6.4%
Cc1cc(C)c(NC(=O)CS(=O)CC(=O)Nc2ccc(-n3cnnn3)c(C)c2)c(C)c1 (configuration not stated)	7.4%

Sorted by molar mass (largest number first): four of the compounds above
SMILES	aSyn tox rescue
CCOc1ccc(C2C(=O)N(C3CCCCC3)CC(=O)N2CCc2ccccc2)cc1OC (configuration not stated)	1.1%
CCc1ccccc1Nc1cc(C(=O)NCCCN(C)C2CCCCC2)c2ccccc2n1	-3.6%
CCOc1ccc(-c2nn(CC(=O)NC3CCCCC3)c3c2cnc2ccc(C)cc23)cc1	-5.8%
Cc1ccc(C(=O)NCC(=O)OCc2cc(=O)n3nc(C4CCCCC4)sc3n2)cc1	6.4%

Part of the list above, in markdown.
| mol | aSyn tox rescue |
| --- | --- |
| CC12CCC(=O)N1C(C(=O)N1CCN(S(=O)(=O)c3ccccc3F)CC1)CS2 (configuration not stated) | 4.4% |
| CCOC(=O)c1ccc(-n2c(CCC(=O)O)ccc2-c2cccs2)cc1 | 16.7% |
| COc1ccc(N2CCC(CNC(=S)Nc3cc(C)cc(C)c3)C2)cc1 (configuration not stated) | -1.5% |

(list continues)
SMILES	aSyn tox rescue
CCCCn1c(N)c(N(CCC(C)C)C(=O)CSc2nc3ccccc3s2)c(=O)[nH]c1=O	-3.9%
CC(C)(C)C(=O)NCc1ccc(C(=O)CSc2nnc3n2CCCCC3)s1	-0.4%
Cc1cccc(NC(=O)CSC2=Nc3ccccc3C3=NC(CCC(=O)NCc4ccc(F)cc4)C(=O)N23)c1 (configuration not stated)	-7.7%
COc1ccc(OC)c(NC(=O)CCn2ccnc2)c1	3.4%
NC(=O)c1ccccc1NC(=O)C1CCCN(c2ncnc3onc(-c4ccc(F)cc4)c23)C1 (configuration not stated)	0.0%
COc1ccc(NC(=O)CSc2cc(C)nc3c(-c4ccccc4)cnn23)cc1	-7.1%
CC1(C)C(=O)N(c2ccccc2)C1c1ccccc1O (configuration not stated)	2.0%
CC(C)c1ccc(-c2nnc3n(CCc4ccccc4)c(=O)c4ccccc4n23)cc1	-4.6%
COc1ccc(CNC(=O)c2cc3c(=O)n4cccc(C)c4nc3s2)cc1	-13.1%
CCc1ccc(-c2nc(CS(=O)CC(=O)NCc3ccc(F)cc3)c(C)o2)cc1 (configuration not stated)	10.2%
CCN1CCN(C(=O)C2CCN(C(=O)c3cc4sccc4n3CC)CC2)CC1	-6.0%
CCOc1ccc(NC(=O)CN(C)C(=O)CCNC(=O)c2ccc(Br)cc2)cc1OCC	-4.9%
CCOC(=O)C(C)Sc1nnc2cc(C)c3ccccc3n12 (configuration not stated)	4.0%
CC(=O)Nc1ccccc1-c1nc2ccccc2n(C(C)C(=O)Nc2cccc(C)c2C)c1=O (configuration not stated)	-5.4%
COc1ccccc1C(CNC(=O)c1cc(C)nc2ccccc12)N(C)C (configuration not stated)	-0.4%
COc1ccc(Nc2nnc(SCC(=O)N(CC(C)C)C3CCS(=O)(=O)C3)s2)cc1 (configuration not stated)	-9.5%
Nc1nc(NC(=O)c2ccccc2Cl)nn1-c1ccccc1	7.2%
COc1ccc(C)cc1NC(=O)c1cc(S(=O)(=O)N2CCCCC2)c[nH]1	-3.1%
Cc1ccc(N2CCN(CC(O)COc3cccc4ccccc34)CC2)cc1 (configuration not stated)	-4.2%
COc1ccccc1N1CCN(S(=O)(=O)c2cc3c(cc2C)NC(=O)CO3)CC1	3.1%
O=C(O)c1cc(S(=O)(=O)N2CCOCC2)ccc1N1CCCCC1	-10.7%
O=C(O)C1Sc2[nH]c(=O)sc2C2c3ccc(O)cc3OC(=O)C12 (configuration not stated)	6.8%
CCc1cccc(C)c1NC(=O)Cn1c(=O)n(-c2ccc(C)cc2)c(=O)c2c1cnn2C	-3.3%
CN1C(=O)c2cccc3c(S(=O)(=O)N4CCCC4C(=O)O)ccc1c23 (configuration not stated)	10.0%
CCCN1CCN(C(=O)Cn2cnc3ccc(S(=O)(=O)N4CCC(C)CC4)cc3c2=O)CC1	-10.4%

Retrieved by structure from the list above, five records:
SMILES	aSyn tox rescue
CCOc1ccc(NC(=O)CN(C)C(=O)CCNC(=O)c2ccc(Br)cc2)cc1OCC	-4.9%
O=C(O)c1cc(S(=O)(=O)N2CCOCC2)ccc1N1CCCCC1	-10.7%
NC(=O)c1ccccc1NC(=O)C1CCCN(c2ncnc3onc(-c4ccc(F)cc4)c23)C1 (configuration not stated)	0.0%
COc1ccc(Nc2nnc(SCC(=O)N(CC(C)C)C3CCS(=O)(=O)C3)s2)cc1 (configuration not stated)	-9.5%
CC(C)c1ccc(-c2nnc3n(CCc4ccccc4)c(=O)c4ccccc4n23)cc1	-4.6%

(list continues)
SMILES	aSyn tox rescue
CCN(CCn1cccn1)C(=O)CC1C(=O)NCCN1Cc1ccc(F)cc1 (configuration not stated)	-6.9%
CCOC(=O)c1c(C)[nH]c(C(=O)NCCN2CCOCC2)c1C	0.7%
COc1cccc(CN(C)C[C@H]2OCc3cnnn3CCCC(=O)N([C@H](C)CO)C[C@@H]2C)c1	2.0%
CCCCNC(=O)c1ccc2c(c1)ncn2-c1cc(OC)ccc1OC	-10.8%
CCN(CC)c1ccc(/C=N/NC(=O)c2cnccn2)c(O)c1	-1.1%
COc1cccc(C2CC(c3ccccc3C)n3nc(N)nc3N2)c1 (configuration not stated)	3.9%
O=c1[nH]c(/C=C\c2cccnc2)c([N+](=O)[O-])c(=O)[nH]1	-1.9%
CCN(CC)S(=O)(=O)c1ccc(OCC(=O)NCc2ccco2)cc1	-5.8%
Cc1csc(Nc2ccccc2)[n+]1C	-6.3%
Cc1ccc(CNc2nc3ccc(Cl)cc3n3cnnc23)cc1	1.2%
CN(C)/N=C/c1ccc(OC(=O)c2cccc([N+](=O)[O-])c2)cc1	0.0%
CCc1cc2c(=O)c(-c3ccc(F)cc3)c(C)oc2cc1OCC(=O)O	-1.7%
COc1cc(C)c(/C=C(\C#N)C(=O)Nc2ccc(C)cc2)cc1C(C)C	-5.5%
CCOC(=O)Cc1csc2nc(-c3ccccc3)nn12	-6.8%
CCOc1ccc(CN2CCN(Cc3cc4c(cc3Cl)OCO4)CC2CCO)cc1 (configuration not stated)	-3.4%
COc1ccc(-c2noc(CN(C(=O)C(C)Oc3ccc(C)cc3)C(C)C)n2)cc1 (configuration not stated)	6.2%
COc1ccc(NC(=O)CN2C(=O)COc3ccc(S(=O)(=O)Nc4ccccc4)cc32)cc1OC	1.1%
COc1cc(/C=C/C(=O)OC(C)C(=O)NC2CCCCC2C)cc(Cl)c1OC (configuration not stated)	-8.9%
Cc1cccc(S(=O)(=O)NC2CCCCCCC2)c1	?
O=C(c1sc2cc([N+](=O)[O-])ccc2c1Cl)N1CCCCC1	-4.4%
CCc1cccc(NS(=O)(=O)c2ccc3c(c2)N(CC(=O)OC)C(=O)CS3)c1	4.7%
Cc1cc(F)ccc1S(=O)(=O)Nc1cc2c(C(=O)O)c(C)oc2c2ccccc12	-6.8%
Cc1cccc(N2CCN(C(=O)c3cnn(-c4ccc(F)cc4F)c3C3CCN(C(=O)OC(C)(C)C)CC3)CC2)c1C	21.1%
Cc1nn(C)c(Cl)c1CN1CCC(CO)(CC2CCCCO2)CC1 (configuration not stated)	7.2%
Cc1cc(NC(=S)N(CCCN2CCN(C)CC2)Cc2ccco2)ccc1Cl	4.9%
More records follow:
SMILES	aSyn tox rescue
CCOC(=O)C1(Cc2ccccc2)CCN(Cc2ccc(COC)o2)CC1	-48.8%[inhibitor]
COc1cccc(C2=CC(c3cc(Br)ccc3F)n3nnnc3N2)c1 (configuration not stated)	-9.5%
COc1ccccc1CNS(=O)(=O)c1cnc(N)nc1	5.1%
COc1ccc(CNC(=O)Cn2c(=O)nc(-c3ccccc3F)c3cc(Cl)ccc32)cc1	-1.2%
COc1ccc(C(=O)N/N=C(/C)c2ccc(N3CCCCC3)cc2)cc1	-4.6%
COc1ccc(N2CCCC2)c(NC(=O)c2ccc(Br)o2)c1	-3.2%
CCc1c(C)sc2c1CCN(Cc1cccc(F)c1)C2c1ccccc1 (configuration not stated)	-25.3%
Cc1[nH]c2ccc(F)cc2c1CCNC(=O)c1cc2cc(Cl)ccc2oc1=O	4.1%
Cc1ccc(OCC(=O)N(Cc2ccc(Cl)cc2)Cc2ccco2)cc1C	?
O=C1CCC2(CC1)NC(=O)N(c1ccccc1)N2	-6.3%
CCCN(CC(=O)Nc1ccccc1C)C(=O)c1ccc(=O)n(Cc2ccccc2)n1	-2.2%

Screening results as filed in PubChem.

This is a subset; rates above refer to the full screens.
